VP16 counter = VP16 counterscreen qHTS for inhibitors of ROR gamma transcriptional activity; Drosophila S2 Gal4-VP16 UAS-luciferase, luminescence, 20 h; Potency, µM (titrated, usually from 53.6 µM), without a hit: at the top dose activity, negative = inhibition, actives largely listed as inhibitors; actives 3.5% (n = 310,000);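 also: Gal4-VP16 expression switched on by copper sulfate through the metallothionein promoter; % is scaled to controls: 0 for no effect and ±100 for the full control effect; nearly all actives have a fitted effect of over 50% in size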
Rab9 prom act = qHTS Assay for Rab9 Promoter Activators. Huh7 Rab9 promoter-luciferase reporter, luminescence, 24 h. AID 485297, 2010. actives 2.8% (n = 320,000). Potency, µM (doses to about 9.22 µM), for inactives: at the top dose activation, negative = inhibition, hits mostly activators; also: % of control where 0% means no effect; nearly all actives have a fitted effect of over 60% in size
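Luciferase signal after 10 min detection reagent at ambient indicates Rab9 promoter upregulation; stably transfected Huh7 cells were treated 24 h with compound in DMSO at 37 °C, 5% CO2.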
MBNL1 CUG block = qHTS Assay for Inhibitors of MBNL1-poly(CUG) RNA binding; TR-FRET MBNL1-His/biotin-(CUG)12 binding, 665/545 ratio; actives 0.036% (n = 280,000); Potency, µM (series often up to 57.5 µM), inactives show at the highest dose activity change, negative = inhibition, actives largely listed as inhibitors; Muscleblind-like protein 1 (Homo sapiens), Q9NR56; AID 2675, 2010; active = well fitted inhibition curve with a large enough effect in the signal ratio, with a control signal flat, not every such curve was filed as active; inconclusive = small, poorly fitted or top-dose-only effect, or effect the other way, or a change in a side signal; inactive = no such curve, though single readings can be large or run the other way; the % refers to the signal ratio; also: % is scaled to controls: 0 for no effect and ±100 for the full control effect
Target sequence (Q9NR56 whole entry, looked up): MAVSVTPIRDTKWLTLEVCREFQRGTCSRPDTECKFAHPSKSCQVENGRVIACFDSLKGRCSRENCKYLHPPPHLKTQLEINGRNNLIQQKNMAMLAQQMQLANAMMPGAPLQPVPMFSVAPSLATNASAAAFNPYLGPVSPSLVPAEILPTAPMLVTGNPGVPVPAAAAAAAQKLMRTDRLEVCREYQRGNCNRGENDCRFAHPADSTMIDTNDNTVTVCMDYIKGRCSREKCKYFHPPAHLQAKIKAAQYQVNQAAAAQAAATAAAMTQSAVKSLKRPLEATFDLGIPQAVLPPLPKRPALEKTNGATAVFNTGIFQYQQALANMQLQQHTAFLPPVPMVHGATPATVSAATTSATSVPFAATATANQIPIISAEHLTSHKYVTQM
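TR-FRET between His-tagged MBNL1 and biotin-(CUG)12 RNA, detected with Tb anti-His antibody (0.055 ng/ul) and streptavidin-XL665 (5 nM), 60 min at room temperature. Compounds titrated 92 nM to 58 uM; 665/545 nm ratio normalized to buffer and complex controls.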
NPC1 prom act = qHTS Assay for NPC1 Promoter Activators. Huh7 NPC1 promoter luciferase reporter, 24 h. Potency, µM (highest dose often 9.22 µM), for the others: top-dose activation, usual class: activators. actives 2.4% (n = 320,000);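 also: % of control where 0% means no effect; nearly all actives have a fitted effect of over 60% in size; reporter is driven by a mutant NPC1 promoter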
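Huh7 cells stably carrying NPC1 promoter–luciferase, plated in Opti-MEM with 10% FBS for 2 h, were exposed to compound in DMSO for 24 h at 37 °C; luciferase reagent was added for 10 min and luminescence read.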
FLuc modulator = qHTS profiling assay for firefly luciferase inhibitor/activator using purifed enzyme and Km concentrations of substrates (counterscreen for miR-21 project); Potency, µM (highest dose often 57.5 µM), inactives show top-dose activity change, negative = inhibition, usual class: inhibitors; Luciferin 4-monooxygenase (Photinus pyralis), P08659; actives 6.9% (n = 360,000); purified FLuc, Km substrates, luminescence inhibition;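 also: plate controls were vehicle for no effect and reference inhibitor for full effect; nearly all actives have a fitted effect of over 55% in size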
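Biochemical qHTS of compounds, final roughly 60 µM downward over six points, against 10 nM purified firefly luciferase using Km concentrations of substrates (10 uM D-luciferin, 10 uM ATP) in Tris acetate pH 7.5 buffer; luminescence output.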
uPA surface inh = qHTS for Inhibitors of Cell Surface uPA Generation; actives 0.31% (n = 330,000); Potency, µM (highest dose often 38.3 µM), without a hit: top-dose activity change, negative = inhibition, usual class: inhibitors; cell surface uPA generation assay, qHTS; active = well fitted inhibition curve with a large enough effect; inconclusive = small, poorly fitted or top-dose-only effect; inactive = no such curve, though single readings can be large or run the other way; tested in mouse RAW 264.7 cells; also: % is scaled to controls: 0 for no effect and ±100 for the full control effect; nearly all actives have a fitted effect of over 55% in size
p53 reactivation = qHTS assay for re-activators of p53 using a Luc reporter | H1299 p53-A138V BP100-luciferase reporter, luminescence, 24 h | Potency, µM (series often up to 92.2 µM), for inactives: at the top dose activity change, positive = activation, hits mostly activators | actives 0.063% (n = 320,000) | AID 504706, 2011; also: % of control where 0% means no effect; nearly all actives have a fitted effect of over 45% in size
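H1299 (p53-null), stable ts p53-A138V + BP100-Luc; 1000 cells/well, Opti-MEM/10% FBS; cpd 4 pt, 1:5; 24 h, 37 deg C, 5% CO2; detection reagent 10 min RT; luminescence.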
RORg inh = qHTS for inhibitors of ROR gamma transcriptional activity; Nuclear receptor ROR-gamma (Mus musculus), P51450; actives 5.4% (n = 310,000); AID 2551, 2010; Drosophila S2 Gal4-RORgamma UAS-luciferase reporter, 20 h; Potency, µM (titrated, usually from 53.6 µM), for the others: top-dose activity change, negative = inhibition, most hits filed as inhibitors; also: % is scaled to controls: 0 for no effect and ±100 for the full control effect; nearly all actives have a fitted effect of over 60% in size
Target sequence (P51450 whole entry, looked up, the tested form may be a part): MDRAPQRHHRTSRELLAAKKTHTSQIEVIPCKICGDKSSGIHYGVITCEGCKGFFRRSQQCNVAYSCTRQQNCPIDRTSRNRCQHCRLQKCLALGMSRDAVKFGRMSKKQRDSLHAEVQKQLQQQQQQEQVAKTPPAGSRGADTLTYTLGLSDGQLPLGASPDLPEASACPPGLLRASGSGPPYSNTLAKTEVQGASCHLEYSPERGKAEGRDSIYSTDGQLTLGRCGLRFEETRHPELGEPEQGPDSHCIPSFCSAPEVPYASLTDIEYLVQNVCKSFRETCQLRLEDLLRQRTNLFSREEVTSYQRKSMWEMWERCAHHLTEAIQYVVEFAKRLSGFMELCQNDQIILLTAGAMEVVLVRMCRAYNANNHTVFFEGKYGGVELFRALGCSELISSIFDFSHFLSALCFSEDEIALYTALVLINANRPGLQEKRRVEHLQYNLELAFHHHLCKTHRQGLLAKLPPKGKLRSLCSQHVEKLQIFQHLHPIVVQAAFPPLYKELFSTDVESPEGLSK
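Stably transfected Drosophila Schneider cells are the test system, with ROR gamma fused to Gal4 and luciferase under UAS control; luminescence is read after 20 hr of 700 uM copper sulfate induction at ambient temperature.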
BRCA1 expr act = qHTS Assay to Identify Small Molecule Activators of BRCA1 Expression | MCF7-BRCA1-FFLuc reporter, luminescence, 48 h; response scale: scaled: vehicle 0%, 10 µM genistein 100% | Potency, µM (doses to about 46.1 µM), for the others: at the top dose activation, usual class: activators | actives 1.1% (n = 380,000); also: nearly all actives have a fitted effect of over 80% in size; some results filed as inactive show a strong effect at the top dose
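48 h compound treatment of MCF7-BRCA1-FFLuc cells (phenol-red free MEM, 37 °C), then 15 min with luciferase substrate and luminescence imaging.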
ELG1 genotoxic = qHTS screen for small molecules that induce genotoxicity in human embryonic kidney (HEK293T) cells expressing luciferase-tagged ELG1; HEK293T ELG1-luciferase reporter, luminescence, 16 h; Potency, µM (series often up to 46 µM), for the others: at the top dose activity change, positive = activation, usual class: activators; actives 1.3% (n = 330,000); also: % of control where 0% means no effect; nearly all actives have a fitted effect of over 60% in size
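Genotoxicity was scored as increased ELG1-luciferase reporter signal, measured by ONE-Glo luminescence (30 min, room temperature). Compound or vehicle exposure of the HEK293T reporter cells lasted 16 hr at 37°C.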
An asterisk follows results filed as active; ? = inconclusive; nt = no result given; [ ] = remark or other dose. Unless noted, calls follow the shape of the dose curve; as a rule, active = well fitted curve in the direction sought with a large enough effect; inconclusive = small, poorly fitted or top-dose-only effect, or another doubt; inactive = no such curve, though single readings can be large; an effect the other way counts as inactive or inconclusive. Potency is read from the fitted curve at half-maximal effect.

Order of values – p53 reactivation	uPA surface inh	Rab9 prom act	MBNL1 CUG block	VP16 counter	ELG1 genotoxic	FLuc modulator	BRCA1 expr act	NPC1 prom act	RORg inh
- COCCN=c1scc(-c2cc(OC)c(OC)c(OC)c2)n1/N=C/c1c(C)[nH]c2ccccc12
→ -2%	-11%	0%	4%	-3%	-7%	-5%	-88%	-1%	18%
- COc1ccc(C(=O)NC(=S)Nc2cccc(NC(=O)c3ccco3)c2)cc1[N+](=O)[O-]
→ 13%	0%	-2%	?	?	5%	1%	-25%	3%	10µM*
- O=C(COC(=O)c1ccc2c(c1)OCO2)Nc1nc(-c2ccccc2)cs1
→ 0%	4%	2%	12%	-1%	6%	-2%	40%	1%	20%
- CCN(C)c1ccc(/C=N\n2nnnc2N)cc1
→ ?	-18%	25%	?	13%	9.2µM*	12µM*	22%	-11%	28%
- CCS(=O)(=O)N1CCCC(C(=O)c2ccc(OC)cc2C)C1 (stereo not drawn)
→ 0%	nt	0%	1%	6%	0%	-1%	4%	1%	0%
- CCc1cc2c(=O)n(-c3ccc(C)cc3)cnc2s1
→ ?	-6%	2.5µM*	?	?	?	11µM*	?	4µM*	-31%
- COc1ccc(/C=C/C(=O)NCC(=O)N/N=C(/CCC(=O)O)c2ccccc2)cc1
→ -2%	6%	-2%	7%	2%	0%	?	2%	-4%	-15%
- Cc1ccc(OCC(=O)NNC(=O)C2CCC2)cc1C
→ 19%	?	-3%	nt	nt	0%	-2%	22%	-4%	nt
- O=C(NCCCCNC(=O)C1CCCC1)C1CCCC1
→ -6%	4%	-6%	1%	3%	-3%	-1%	1%	-1%	-28%
- COc1cccc(NC(=S)N2CCN(S(C)(=O)=O)CC2)c1
→ 16%	5%	-3%	-1%	11%	0%	-1%	-1%	1%	13%
- COC(=O)Nc1ccc(=O)n(Cc2c(Cl)cccc2Cl)c1
→ -5%	-4%	1%	4%	7%	-1%	5%	-6%	-2%	-38%
- COc1ccc(Nc2c3c(nc4ccc(C)cc24)CCC3)cc1
→ -4%	-25%	-12%	8%	11%	-9%	0%	-21%	-1%	-39%
- O=C(COC(=O)c1ccccc1Br)Nc1ccc(F)cc1
→ 13%	1%	7%	0%	-15%	?	19µM*	-8%	-2%	19%
- Cc1cccc(-n2c(SCC(=O)N3CCCC3)nc3n[nH]c(C)c3c2=N)c1
→ -5%	nt	-8%	?	22%	13%	2%	-56%	0%	?
- CN(C)S(=O)(=O)c1cc(NC(=O)CSc2nn(-c3ccc(Cl)cc3)c(=S)s2)ccc1Cl
→ 25%	1%	0%	nt	-2%	1%	6%	-77%	-1%	?
- Cc1ccc(NC(=O)CSc2ncn[nH]2)cc1S(=O)(=O)N1CCOCC1
→ 3%	0%	-2%	-6%	-10%	0%	4%	-11%	-1%	39%
- CC1CCc2c(sc(NC(=O)CSc3ncnc4c3cnn4-c3ccccc3Cl)c2C#N)C1 (stereo not drawn)
→ -7%	3%	0%	-11%	-2%	-2%	3%	-25%	-5%	12%
- CC(Cn1cncn1)C(=O)N1CCN(S(=O)(=O)c2ccc(Cl)cc2)CC1 (stereo not drawn)
→ 9%	3%	2%	-1%	6%	0%	-1%	-4%	0%	-11%
- O=c1c2cn[nH]c2nc(SCc2cc(=O)n3cc(Br)ccc3n2)n1-c1ccc(Br)cc1
→ 2%	-6%	-6%	nt	-9%	-9%	0%	-64%	-6%	?
- Cn1ccnc1SCC(=O)Nc1sccc1C#N
→ 5%	5%	11%	-13%	6%	3%	-4%	-6%	2%	3%
- COc1ccccc1CNC(=O)c1ccc2c(=O)n3c(nc2c1)CCCCC3
→ 6%	-1%	0%	-3%	-6%	-9%	2%	-5%	2%	0%
- O=C1c2ccccc2C(=O)N1c1cccc(-c2csc(Nc3ccc4c(c3)OCO4)n2)c1
→ ?	nt	29%	?	4%	16%	2.1µM*	nt	18%	?
- Nc1nc(N)nc(-c2cc(F)ccc2O)n1
→ 30%	?	-2%	nt	nt	8%	?	29%	?	nt
- O=C(c1ccc(-n2cccn2)cc1)N1CCc2ccccc2C1
→ 6%	-7%	21%	4%	0%	9%	?	?	5%	11%
- O=C(COC(=O)c1ccc(F)cc1Cl)NC1CCS(=O)(=O)C1 (stereo not drawn)
→ 0%	-4%	-4%	nt	nt	1%	nt	4%	-2%	nt
- CNc1ccccc1C(C)(C)c1cc(-c2cc(C)cc(C)c2)no1
→ 3%	3%	-7%	-1%	0%	-3%	1%	-52%	1%	-5%
- Cc1ccc(CN2CCN(CCCc3ccccc3)CC2CCO)cc1 (stereo not drawn)
→ -3%	-5%	5%	-4%	-5%	-4%	-2%	5%	1%	-3%
- Cc1c(-c2n[nH]c(=S)n2-c2ccc(C(F)(F)F)cc2)nnn1-c1ccccc1
→ -7%	6%	10%	-13%	?	1%	3%	-10%	-1%	5.6µM*
- Cc1cc(OC(=O)c2ccccc2F)c([N+](=O)[O-])c(=O)[nH]1
→ 3%	3%	-6%	-6%	-20%	1%	-1%	-3%	1%	-8%
- CC(C)C(=O)OCC(=O)Nc1ccc(N=Nc2ccccc2)cc1
→ ?	13%	0.79µM*	?	-11%	21µM*	?	?	2.5µM*	22%
- COc1ccc(OC)c(CN2CCN(C(=O)c3cccs3)CC2)c1
→ -6%	2%	2%	-13%	-2%	-1%	1%	-1%	8%	6%[10 µM]
- Cc1ccccc1C(=O)c1cccn1CC(=O)NCc1ccc2c(c1)OCO2
→ 17%	0%	6%	-3%	17%	7%	?	?	5%	24%
- COc1ccc(C(=O)Nc2ccc(C)cn2)cc1S(=O)(=O)N1CCCc2ccccc21
→ -4%	-1%	0%	nt	nt	-5%	2%	-43%	-3%	nt
- O=C(O)/C=C/C(=O)N(Cc1ccccc1)Cc1ccco1
→ -2%	-7%	1%	-7%	1%	-1%	-1%	1%	-1%	-1%
- CC1(c2ccco2)NC(=O)NC1=O (stereo not drawn)
→ -7%	1%	3%	-4%	0%	3%	2%	0%	1%	?
- CCc1ccc(NC(=O)CSc2ccc(-c3cccnc3)nn2)cc1
→ -3%	-2%	5%	20%	2%	-12%	?	35%	-1%	6%
- COc1cc(S(=O)(=O)N2CCN(Cc3cccs3)CC2)ccc1NC(C)=O
→ 5%	0%	0%	nt	nt	-2%	4%	-42%	3%	nt
- Cc1ccc(-n2cc(-c3ccccc3)c3c(N4CCOCC4)ncnc32)cc1
→ -2%	0%	-4%	1%	1%	-7%	?	-46%	-7%	0%
- CCOC(=O)c1nn(-c2ccccc2F)c2nc(-c3ccco3)c(C#N)c(=O)n12
→ 3%	-1%	-2%	5%[11.5 µM]	3%	1%	1%	-10%	1%	?
- COc1ccc(C(=O)Nc2ccc(Cl)cn2)cc1Cl
→ 14%	-20%	3.5µM*	-2%	-6%	?	11µM*	88%	2.5µM*	4%

Some of these compounds in order of their number in NPC1 prom act, descending:
structure	NPC1 prom act
COc1ccc(OC)c(CN2CCN(C(=O)c3cccs3)CC2)c1	8%
Cc1ccccc1C(=O)c1cccn1CC(=O)NCc1ccc2c(c1)OCO2	5%
O=C(O)/C=C/C(=O)N(Cc1ccccc1)Cc1ccco1	-1%

Next structures
Order of values – p53 reactivation	uPA surface inh	Rab9 prom act	MBNL1 CUG block	VP16 counter	ELG1 genotoxic	FLuc modulator	BRCA1 expr act	NPC1 prom act	RORg inh
- Cc1sc2nc(CSC(C)C(=O)NC3(C#N)CCCCC3)[nH]c(=O)c2c1C (stereo not drawn)
→ 9%	-5%	-3%	nt	nt	0%	4%	-35%	-7%	nt
- COc1ccccc1N1C(=O)C2C(C(=O)c3ccccc3)=NN(c3ccccc3)C2C1=O (stereo not drawn)
→ 3%	6%	-6%	31%[activator]	-4%	1%	-2%	-11%	-1%	-20%
- COc1ccc2c(c1)OC[C@H]1[C@H]2N2C(=O)c3cc(Br)ccc3NC(=O)[C@@]2(C)[C@H]1c1ccccc1
→ -11%	-2%	-9%	nt	nt	4%	-1%	-29%	-8%	nt
- COC1=C(C)C(O)=C(C(=O)/C=C/c2ccccc2)C(=O)C1(C)C
→ ?	?	-5%	1%	?	-6%	-2%	-45%	-4%	?
- COC(=O)[C@@]1(C)[C@H]2C(=O)N(Cc3ccccc3)C(=O)[C@H]2[C@H]2CN=C(SCC3CC3)N21
→ -8%	6%	nt	nt	nt	1%	nt	9%	nt	nt
- CC(C)(C)OC(=O)N1CCC(Cc2cc(-c3ccc(Cl)cc3)no2)(C(=O)O)CC1
→ 2%	13%	0%	2%	0%	0%	?	-1%	7%	0%

Compound activity (PubChem)
